Bioassay records deposited in PubChem BioAssay by National Center for Advancing Translational Sciences (NCATS).
TSHR antag: human thyrotropin receptor antagonism; TSHR-expressing cells, TSH-stimulated cAMP HTRF, 2 h; stronger effect = lower value; activity change, negative = inhibition, % at 11.5 µM; P16473; actives 0.2% (n = 330,000);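 active means activity change below a set negative limit, meaning inhibition stronger than a set level, cut at about -70% in these data; inconclusive means activity change between two set negative limits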; further: on the % scale 0 is the no-effect control and ±100 the full control effect
Target sequence (P16473 whole entry, looked up): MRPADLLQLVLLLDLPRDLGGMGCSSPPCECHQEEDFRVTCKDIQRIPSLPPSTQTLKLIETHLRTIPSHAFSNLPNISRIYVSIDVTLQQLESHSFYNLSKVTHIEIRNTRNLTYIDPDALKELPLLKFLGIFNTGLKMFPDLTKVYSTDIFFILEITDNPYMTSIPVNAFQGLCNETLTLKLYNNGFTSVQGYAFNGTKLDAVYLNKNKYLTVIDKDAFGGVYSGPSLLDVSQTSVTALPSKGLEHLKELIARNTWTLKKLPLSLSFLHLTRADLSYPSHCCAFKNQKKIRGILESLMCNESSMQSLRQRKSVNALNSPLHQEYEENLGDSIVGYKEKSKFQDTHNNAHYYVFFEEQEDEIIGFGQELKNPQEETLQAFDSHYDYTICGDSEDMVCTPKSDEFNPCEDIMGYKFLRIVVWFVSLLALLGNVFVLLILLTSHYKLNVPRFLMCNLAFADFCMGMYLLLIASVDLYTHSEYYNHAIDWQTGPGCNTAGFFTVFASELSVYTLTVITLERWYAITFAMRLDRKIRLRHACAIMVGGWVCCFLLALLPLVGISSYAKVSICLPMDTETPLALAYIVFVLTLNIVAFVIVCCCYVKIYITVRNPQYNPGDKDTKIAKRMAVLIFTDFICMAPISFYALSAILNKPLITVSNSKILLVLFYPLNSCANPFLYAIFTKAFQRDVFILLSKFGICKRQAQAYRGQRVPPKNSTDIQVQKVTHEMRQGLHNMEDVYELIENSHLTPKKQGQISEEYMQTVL
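Cell-based HTRF cAMP assay; TSHR cells + compound, TSH EC80 (4nM final), 2 h, 37 deg C. Lysis with anti-cAMP cryptate and cAMP-d2, 30 min RT, read 665/620 nm.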
Mito fusion act: mitochondrial division inhibition or fusion activation. S. cerevisiae fusion-defective mutant growth rescue, CellTiterGlo 48 h. Potency, µM (highest dose often 46.1 µM), for the others: at the top dose growth rescue (activation), actives largely listed as activators. actives 0.23% (n = 320,000). AID 485298;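 further: potency means the concentration at half of the fitted maximal effect; % of control where 0% means no effect; nearly all actives have a fitted effect of over 45% in size; temperature-sensitive fusion mutants such as fzo1-1 at 37 °C on non-fermentable ethanol glycerol medium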
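S. cerevisiae fusion-defective temperature-sensitive mutants (e.g. fzo1-1, mgm1-5) grown 48 h at 37C in YPEG (ethanol/glycerol non-fermentable) medium with 23 nl compound per well; growth rescue read as CellTiterGlo luminescence.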
AT treatment: candidate therapy for ataxia-telangiectasia. […] A-T fibroblasts, KAP-1 phosphorylation AlphaLISA; neocarzinostatin DNA damage 30 min before lysis. Potency, µM (series often up to 57.5 µM), inactives show top-dose activation, hits mostly activators. actives 0.19% (n = 320,000). AID 485349; further: potency means the concentration at half of the fitted maximal effect; % of control where 0% means no effect; nearly all actives have a fitted effect of over 45% in size
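ATM-like activity read as KAP-1 phosphorylation via AlphaLISA donor/acceptor antibody pairs after lysis and 6 hr at 25C. Cells were ATM-null patient fibroblasts ([…], hTERT), dosed 60 min, then exposed to the DSB inducer NCS for 30 min.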
Menin-MLL TR inh: menin-MLL binding inhibition, Texas Red mutant peptide. O00255. Menin + Texas Red MLL mutant peptide, fluorescence polarization. Potency, µM (doses to about 61.6 µM), without a hit: at the top dose FP activity change, negative = inhibition, usual class: inhibitors. actives 0.23% (n = 270,000); active means well fitted inhibition curve with a large enough effect in the polarisation, with a control signal flat, not every such curve was filed as active; inconclusive means small, poorly fitted or top-dose-only effect, or effect the other way, or a change in a side signal; inactive means no such curve, though single readings can be large or run the other way; the % refers to the polarisation; further: potency means the concentration at half of the fitted maximal effect; % of control where 0% means no effect; many of its hits are not listed in these tables
MLL CXXC-DNA inh: blocks binding of human MLL CXXC domain to DNA; actives 0.037% (n = 290,000); Q03164; Potency, µM (top dose mostly 115 µM), for the others: top-dose activity change, negative = inhibition, hits mostly inhibitors; MLL-CXXC / FITC-HOXA9 DNA fluorescence polarization; active means well fitted inhibition curve with a large enough effect in the polarisation, with a control signal flat, not every such curve was filed as active; inconclusive means small, poorly fitted or top-dose-only effect, or effect the other way, or a change in a side signal; inactive means no such curve, though single readings can be large or run the other way; the % refers to the polarisation; further: potency means the concentration at half of the fitted maximal effect
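Fluorescence polarization: 7 uM MLL-CXXC (stock) preincubated 5 min with compounds, then 50 nM fluorescein-HOX-A9 DNA (stock) added; 30 min ambient. Buffer 50 mM Tris-HCl pH 7.5, 50 mM NaCl, 1 mM DTT, 0.05% BSA.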
TSG101-PTAP inh: blocks PTAP/TSG101 interaction to inhibit HIV-1 budding; Q99816; Fluorescence polarization, FITC-PTAP peptide / Tsg101 binding; Potency, µM (titrated, usually from 115 µM), for the others: top-dose activity change, negative = inhibition, hits mostly inhibitors; 340,000 tested, under 10 active; AID 493005; active means well fitted inhibition curve with a large enough effect in the main read-out, with a control signal flat, not every such curve was filed as active; inconclusive means small, poorly fitted or top-dose-only effect, or effect the other way, or a change in a side signal; inactive means no such curve, though single readings can be large or run the other way; further: potency means the concentration at half of the fitted maximal effect; % of control where 0% means no effect
Target sequence (Q99816 whole entry, looked up): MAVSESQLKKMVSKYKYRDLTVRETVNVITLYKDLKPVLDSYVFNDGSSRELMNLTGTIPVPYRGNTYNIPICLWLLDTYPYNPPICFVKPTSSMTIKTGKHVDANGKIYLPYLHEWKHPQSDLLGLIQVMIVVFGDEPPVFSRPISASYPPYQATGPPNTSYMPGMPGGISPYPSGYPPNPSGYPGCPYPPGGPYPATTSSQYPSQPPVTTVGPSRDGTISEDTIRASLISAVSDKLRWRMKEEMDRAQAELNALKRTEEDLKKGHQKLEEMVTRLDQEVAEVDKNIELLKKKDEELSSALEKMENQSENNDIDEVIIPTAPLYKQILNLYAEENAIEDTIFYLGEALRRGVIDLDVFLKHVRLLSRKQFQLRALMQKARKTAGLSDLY
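Fluorescence anisotropy tracks displacement of a FITC-tagged PTAP peptide (50 nM) from the Tsg101 binding domain (10 uM), following a 20 min room-temperature incubation at pH 7.5.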
a7 integrin act: activates integrin-mediated alleviation for muscular dystrophy; alpha7betagal myoblasts, beta-gal FDG fluorescence, 48 h; Potency, µM (top dose mostly 38.3 µM), for the others: at the top dose activation, hits mostly activators; actives 0.064% (n = 350,000); AID 624291;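 further: potency means the concentration at half of the fitted maximal effect; 100% = response of the positive control SU9516; nearly all actives have a fitted effect of over 60% in size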
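alpha7betagal+/- myoblasts (passage 13, 250/well) treated 48 h at 37C with compounds at 1:260 dilution of DMSO stock. Lysed, then beta-galactosidase activity read as FDG fluorescence (ex 480/em 540) after 30 min, with pre-read for autofluorescence.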
ASM inhibitor: blocks human secretory acid sphingomyelinase. placental ASM, HMU-PC fluorogenic substrate, 60 min. actives 0.006% (n = 340,000). AID 504937. Potency, µM (top dose mostly 57.5 µM), inactives show top-dose activity change, negative = inhibition, actives largely listed as inhibitors; further: potency means the concentration at half of the fitted maximal effect
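Steps: dispense placental human ASM, pin compound, wait 10 min at room temperature, add HMU-PC0 substrate at 9 uM final, incubate 60 min at 37 °C, add stop solution raising pH to 10, read fluorescence.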
TCR act: T cell receptor activation; primary human leukocytes, anti-CD3, IL-2 HTRF, 48 h; Potency, µM (top dose mostly 9.22 µM), for the others: at the highest dose activation of IL-2 secretion, hits mostly activators; 330,000 tested, under 10 active; AID 504894; further: % of control where 0% means no effect
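IL-2 release read by HTRF sandwich (Eu cryptate donor, d2 acceptor, 665 nm emission) after 48 hr exposure of primary human leukocytes to compound together with anti-CD3 beads in the absence of co-stimulatory signals.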
MBNL1 CUG block: MBNL1-poly(CUG) RNA binding inhibition; TR-FRET MBNL1-His/biotin-(CUG)12 binding, 665/545 ratio; Potency, µM (highest dose often 57.5 µM), inactives show at the top dose activity change, negative = inhibition, most hits filed as inhibitors; actives 0.036% (n = 280,000); AID 2675; active means well fitted inhibition curve with a large enough effect in the signal ratio, with a control signal flat, not every such curve was filed as active; inconclusive means small, poorly fitted or top-dose-only effect, or effect the other way, or a change in a side signal; inactive means no such curve, though single readings can be large or run the other way; the % refers to the signal ratio; further: potency means the concentration at half of the fitted maximal effect; on the % scale 0 is the no-effect control and ±100 the full control effect
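MBNL1-His + Biotin-(CUG)12, cpd titration 92 nM–58 uM; Tb anti-His Ab 0.055 ng/ul, SA-XL665 5 nM (final); 60 min RT; ratiometric 665/545 nm, Ex 340 nm; normalized to buffer and full-complex controls.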
The depositor's hits bear a star; ? = inconclusive; . = no result given; [ ] = dose if it differs, or a comment. Unless noted, the call rests on the fitted dose curve; in most records, active means well fitted curve in the direction sought with a large enough effect; inconclusive means small, poorly fitted or top-dose-only effect, or another doubt; inactive means no such curve, though single readings can be large; an effect the other way counts as inactive or inconclusive. Some of the compounds tested; the hit share may differ from the screen's.

SMILES | TSHR antag | Mito fusion act | AT treatment | Menin-MLL TR inh | MLL CXXC-DNA inh | TSG101-PTAP inh | a7 integrin act | ASM inhibitor | TCR act | MBNL1 CUG block
CC(=O)Nc1sc(C)c(C)c1C(=O)Nc1ccc(C)cc1 | -6 | 3% | 4% | 10% | 5% | -9% | 24% | -4% | 0% | 0%
CCn1nc(C(=O)Nc2cccc3ccccc23)c(Cl)c1Cl | 2 | 8% | 36% | 23% | 0% | -2% | 9% | -11% | 0% | 4%
O=C(NNc1cccc(Cl)n1)Nc1ccc(Cl)cc1 | 15 | 5% | -2% | ? | 9% | -3% | -26% | -1% | -2% | -10%
Cc1ccc(CNC(=O)CN(c2cccc([N+](=O)[O-])c2)S(C)(=O)=O)cc1 | -6 | 0% | -2% | 5% | -3% | -1% | -5% | 2% | 1% | 37%[activator]
CCc1cccc(CC)c1NC(=S)NCCc1c(C)[nH]c2ccc(C)cc12 | 3 | 14% | 7% | 7% | 4% | -7% | -53%[inhibitor] | -5% | -4% | -7%
COc1ccc(N2C(=O)CCC(C(=O)Nc3cccc(C)n3)C2c2ccc(OC)c(OC)c2)cc1 (stereo not drawn) | 2 | 1% | 3% | -22% | 3% | -5% | 12% | -2% | -5% | 3%
CC(C)(C)OC(=O)N1CCCN(C(=O)Nc2ccc(C(F)(F)F)cc2)CC1 | -2 | -3% | -4% | . | -3% | 0% | -17% | 1% | -1% | 0%
COc1cccc2cc(C(=O)N(C)C3CCN(C)CC3)c(=O)oc12 | -5 | 0% | -1% | 3% | 2% | -4% | 15% | 8% | -3% | 5%
COc1cccc(NC(=O)CN(c2ccc3c(c2)OCO3)S(C)(=O)=O)c1 | 5 | -10% | -4% | 19% | -6% | -1% | -14% | 2% | 1% | -3%
COCCCn1cn[nH]c1=S | -1 | -5% | -5% | -1% | 1% | -8% | 15% | -3% | -1% | -1%
COc1ccccc1CNC(=O)N/C=C/c1ccc(Cl)cc1 | -10 | 5% | -4% | 4% | 3% | -3% | -19% | -2% | -6% | 1%
O=C(c1ccc2nc[nH]c2c1)N1CCc2ccccc2C1 | 25 | -5% | 5% | -11% | -2% | -2% | -6% | 8% | 5% | -1%
Cc1ccc(NC(=O)Nc2cccnc2)cc1Cl | -5 | 9% | 2% | ? | 28% | 0% | ? | -1% | -2% | -28%
COC(=O)C1CC2=C(CCC2=O)N(c2ccccc2)C1=O (stereo not drawn) | . | . | . | . | . | -7% | 0% | 0% | 3% | .
COc1cc(C2Nc3ccccc3C(=O)N2c2ccc3c(c2)OCCO3)ccc1OCC(C)C (stereo not drawn) | -9 | -2% | -4% | -17% | 24% | -5% | -6% | 84%[activator] | -7% | -3%
CCOc1cc2[nH]c(=O)n(Cc3ccc(C(=O)NCCOC)cc3)c(=O)c2cc1OCC | 12 | 3% | -1% | 8% | 2% | 1% | 0% | 4% | 4%[46.1 µM] | -22%
COc1cc2ccccc2cc1C(=O)N(CCN(C)C)c1nc2c(C)cccc2s1 | -10 | -20% | 2% | 6% | 0% | -2% | -21% | -4% | -1% | 8%
Cc1cc(C)c2nc(-c3ccccn3)cc(C(=O)Nn3cnnc3)c2c1 | 0 | 6% | 5% | 14% | 2% | 2% | -3% | -6% | -7% | -1%
O=C(NCCN1CCN(Cc2ccc([N+](=O)[O-])cc2)CC1)C(=O)Nc1ccccc1 | -7 | 0% | -1% | -6% | 6% | -2% | 12% | -1% | 6% | 3%
CC1CCCCN1S(=O)(=O)c1ccccc1[N+](=O)[O-] (stereo not drawn) | -1 | 7% | 5% | 3% | -4% | -2% | -22% | 2% | -4%[46.1 µM] | 13%
COc1ccc(N=CC2=C(O)c3ccccc3C2=O)cc1 | 6 | -10% | -5% | . | -5% | 0% | 40% | 1% | -11% | 20%
COc1cc(-c2c(-c3ccc4c(c3)OCO4)noc2-c2ccsc2)ccc1F | 15 | -5% | 1% | 29% | 1% | -1% | 27% | 3% | 0% | 9%
COc1ccc(-n2nc([N+](=O)[O-])c(=NCc3cccnc3)n2O)cc1 | -1 | 12% | -4% | 18% | 12% | -2% | 2% | -2% | -2%[46.1 µM] | .
OC1CNCc2cc3c(cc21)OCCO3 (stereo not drawn) | -4 | -7% | 1% | -21% | 2% | . | . | . | . | 5%
O=C(Nc1ccccc1)c1nc[nH]c1C(=O)NCCNC(=O)c1[nH]cnc1C(=O)Nc1ccccc1 | -19 | . | -3% | . | . | -2% | 0% | 1% | -1% | .

The listing continues.
SMILES | TSHR antag | Mito fusion act | AT treatment | Menin-MLL TR inh | MLL CXXC-DNA inh | TSG101-PTAP inh | a7 integrin act | ASM inhibitor | TCR act | MBNL1 CUG block
O=C(CNC(=O)c1ccco1)NCC(=O)OCc1ccccc1Br | 16 | 0% | 7% | 0% | -4% | -5% | 9% | 1% | -24% | -13%
O=C(COC(=O)CSc1cccc2cccc(Cl)c12)Nc1ncc(C(F)(F)F)cc1Cl | 6 | -2% | 2% | ? | 9% | 0% | 10% | -10% | -7%[46.1 µM] | 11%
CC1C(=O)N2CCCc3cc(NC(=O)C(=O)NCc4ccc5c(c4)OCO5)cc1c32 (stereo not drawn) | 7 | -4% | 10% | . | . | 0% | 23% | -2% | 0% | .
CCOC(=O)CCc1c(C)c2ccc(OCc3nn[nH]n3)c(C)c2oc1=O | 0 | 1% | 8% | -1% | 2% | -6% | 16% | 10% | 2% | 15%
COCCNC(=O)/C(C#N)=C/c1ccc(OCC(=O)NC2CCCCC2)cc1 | -6 | 4% | -3% | -1% | 1% | 1% | -14% | 4% | -3% | .
Cc1c(CCO)c(=O)n(-c2ccccc2)n1S(=O)(=O)c1ccc(Cl)cc1 | -3 | -1% | -1% | 1% | 13% | -5% | 28% | 2% | 2% | 0%
CCOC(=O)C1CCN(c2ncnc3c2oc2ccc(Cl)cc23)CC1 | -28 | 7% | 5% | -12% | 1% | -7% | -24% | -1% | 0% | 4%
Cc1ccccc1C(=O)O/N=C(\c1ccccc1)c1ccccn1 | -16 | ? | 7% | -18% | 1% | -2% | 20% | -1% | 0%[46.1 µM] | .
Cc1c(C(=O)NCc2ccccn2)oc2ccc(Br)cc12 | -7 | 8% | 4% | . | . | -4% | -23% | . | -27% | .
CCOc1ccc(-c2nnc3ccc(SCC(=O)NCc4ccco4)nn23)cc1 | 25 | 2% | -4% | . | -1% | 0% | 4% | 25% | 5% | ?
CCOc1ccc(S(=O)(=O)n2nnc3ccccc32)cc1C(C)C | 3 | -2% | -3% | 16% | 1% | . | . | . | . | -6%
Brc1ccc(-c2nc(-c3ccncc3)no2)o1 | -3 | -3% | -1% | 8% | 1% | -1% | 44%[7.66 µM] | -1% | -14% | 108%[activator]
O=C(NCc1ccco1)C1CCCN(S(=O)(=O)c2ccc(Cl)cc2)C1 (stereo not drawn) | 9 | 0% | -3% | 1% | 15% | 0% | 6% | -1% | 4% | 2%
CSc1cccc2sc(NC(=O)C3=COCCO3)nc12 | 0 | 0% | -6% | . | . | -5% | 0% | 5% | 5% | .
CCOC(=O)c1sc(NC(=O)C(CC)Sc2nnc3c4ccccc4n(CC)c3n2)nc1C (stereo not drawn) | -2 | -1% | -7% | . | -1% | 2% | 16% | -14% | 3% | -3%
O=C(NCc1cccnc1)C1CCCN(Cc2cnn(-c3ccccc3)c2-n2cccc2)C1 (stereo not drawn) | -3 | 2% | -1% | -4% | 5% | -4% | -4% | 9% | 4% | -6%
COC1(OC)N=C(N)C2(C#N)C(c3ccc4c(c3)OCO4)C12C#N (stereo not drawn) | -2 | 0% | 8% | 15% | -10% | -2% | 5% | 0% | 10% | ?
CCN(CC)C(=O)C(C(=O)c1cccc([N+](=O)[O-])c1)n1cc(Cl)ccc1=O (stereo not drawn) | -4 | -6% | 3%[11.5 µM] | 14% | 20% | -5% | -22% | 9% | -17% | 9%
c1ccc(-c2nc3ccccc3nc2-c2ccccn2)nc1 | 11 | -4% | -2% | -13% | -7% | -4% | 15% | -2% | 0% | ?
CC1CCc2onc(C(=O)O)c2C1 (stereo not drawn) | -13 | 15% | 4% | 8% | 1% | 2% | 6% | 2% | -3% | -23%
CCCc1cc(=O)oc2c3c(cc(OCC(=O)N[C@@H](CSC)C(=O)O)c12)OC(C)(C)CC3 | -7 | 3% | -1% | ? | ? | -1% | -7% | 55%[activator] | -1% | -6%
COc1ccc(C2CC(=O)Oc3cc(O)ccc32)cc1 (stereo not drawn) | -21 | . | 3% | 17%[94.6 µM] | . | -6% | 4% | 8% | -2%[46.1 µM] | .
